Akt phos inh = HTS Assay for Inhibitors of Akt Phophorylation: Primary Screen; Neuro2A IGF-stimulated pAkt S473 HTRF, 20 min; stronger effect = lower value; activity change, % for hits at 50 µM; 360,000 tested, 0.32% active; AID 651550, 2012; in the data active = activity change below about -80%; inconclusive = mostly about -51% to -80%; note: % is set by controls: 0 for no effect and ±100 for the full control effect
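Neuro2A cells (4,500/well, DMEM with 0.5% FBS) were treated with compound at a single 50 µM final concentration, stimulated with 6 nM IGF for 20 min at 37 °C, and lysed. Phospho-Akt Ser473 was read by HTRF as 665/615 ratio ×10^4.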
CCT modulator = High-Throughput Screening for Modulators of Cytosolic Chaperonin Activity; purified chaperonin ATPase assay, HTRF ADP detection, 30 min; activity change, % (no concentration beside the values), hits read low; 360,000 tested, 0.3% active; AID 651819, 2012; in the data active = activity change below about -30%; note: % is set by controls: 0 for no effect and ±100 for the full control effect
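We incubate TRiC, 40 or 20 nM final, with library compounds at 76 uM and 10 uM ATP for 30 min at 37 °C. ADP formed is detected with Transcreener HTRF reagents after 30 min at room temperature.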
A549 tox = Nrf2 qHTS screen for inhibitors: counterscreen for cytotoxicity | A549 ARE-Fluc cells, CellTiter-Fluor viability, 18-24 h | Potency, µM (series often up to 46 µM), for the others: at the highest dose activity change, negative = cytotoxicity, actives largely listed as inhibitors | 390,000 tested, 0.16% active | AID 504648, 2011; note: potency is the fitted concentration of half-maximal effect; % is set by controls: 0 for no effect and ±100 for the full control effect
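A549 ARE_Fluc cells in 5% FBS OPTI-MEM were exposed to compounds in concentration-response for 18-24 h at 37 deg C. Viability was read by CellTiter-Fluor fluorescence (Ex 405/Em 525) after 30 min, before the luciferase read.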
TGFb inhibitor = qHTS for Inhibitors of TGF-b; HepG2 CAGA-GFP TGF-b/SMAD3 reporter, GFP fluorescence, 18 h; TGF-beta stimulated, 500 pg/mL final; Potency, µM (titrated, usually from 46.1 µM), inactives show at the highest dose activity, negative = inhibition, usual class: inhibitors; 410,000 tested, 1.2% active; AID 588855, 2011; note: potency is the fitted concentration of half-maximal effect; % is set by controls: 0 for no effect and ±100 for the full control effect; nearly all actives have a fitted effect of over 65% in size
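GFP signal (ex488/em500-530) from TGF-beta-stimulated HEPG2 CAGA-GFP cells, 500 pg/mL final, 18 h at 37 degrees C in DMEM plus 1% FBS, normalized to unstimulated and DMSO-stimulated controls.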
Abeta yeast res = qHTS for compounds that reverse cellular toxicity of Amyloid beta (A-beta) peptide in yeast: Primary Screen; AID 1347071, 2019; yeast expressing A-beta42, growth rescue, OD600, 48 h; response scale: 0% DMSO, 100% iron-clioquinol control; 410,000 tested, 0.063% active; Potency, µM (series often up to 46.1 µM), without a hit: at the highest dose growth rescue, hits mostly activators; note: potency is the fitted concentration of half-maximal effect; nearly all actives have a fitted effect of over 55% in size
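Yeast A-beta toxicity model in growth medium with pinned compounds, 48 h at 30 C; growth read as absorbance at 600 nm. Normalized to FeCl3/clioquinol equimolar mix (positive) and DMSO (negative).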
HepG2 tox = qHTS for Inhibitors of TGF-b: Cytotox Counterscreen; 410,000 tested, 0.76% active; Potency, µM (top dose mostly 46.1 µM), for the others: top-dose activity change, negative = cytotoxicity, hits mostly cytotoxic; HepG2 CAGA-GFP viability, ATP luminescence, 18 h; note: potency is the fitted concentration of half-maximal effect; some results filed as inactive show a strong effect at the top dose
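CellTiter-Glo luminescence gave cytotoxicity after 18 hours at 37 degrees C. The cells were HepG2 CAGA-GFP in 1% FBS DMEM, stimulated with 500 pg/mL TGF-beta after compound addition. %Activity was normalised to no-cell wells (complete cell-killing) and DMSO (no toxicity), and curves were fitted and classified.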
Nrf2 activator = qHTS of Nrf2 Activators. AREc32 ARE-luciferase reporter (MCF7-derived line), luminescence, 24 h. Potency, µM (series often up to 46.1 µM), without a hit: at the top dose activation, hits mostly activators. 410,000 tested, 0.31% active; note: potency is the fitted concentration of half-maximal effect; % of control where 0% means no effect; nearly all actives have a fitted effect of over 65% in size
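Reporter line AREc32 (ARE-Fluc), seeded overnight in OPTI-MEM with 5% FBS; compound pin-transferred, 24 hr at 37 deg C, 5% CO2; luminescent read-out.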
Nrf2 inh = Nrf2 qHTS screen for inhibitors; A549 ARE-Fluc reporter, luciferase luminescence, 18-24 h; 360,000 tested, 2.1% active; Potency, µM (series often up to 46 µM), for the others: at the highest dose activity change, negative = inhibition, usual class: inhibitors; note: potency is the fitted concentration of half-maximal effect; % is set by controls: 0 for no effect and ±100 for the full control effect; nearly all actives have a fitted effect of over 60% in size
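Quantitative HTS in A549 cells stably bearing an antioxidant response element-firefly luciferase construct. Inhibition of Nrf2-driven transcription was scored by luminescence after 18-24 h of compound exposure at 37 °C.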
Mm-Cpn inhibitor = Inhibitors of TCP-1 ring complex (TRiC) of Methanococcus maripaludis (MmCpn): qHTS. purified Mm-Cpn ATPase, ADP Transcreener TR-FRET. Potency, µM (highest dose often 76.9 µM), for inactives: at the top dose activity, negative = inhibition, actives largely listed as inhibitors. 330,000 tested, 0.031% active; note: potency is the fitted concentration of half-maximal effect; % is set by controls: 0 for no effect and ±100 for the full control effect; nearly all actives have a fitted effect of over 80% in size
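Measured: ADP formation by purified Mm-CPN. Conditions: 25 nM protein, 10 uM ATP, Tris pH 7.4 with Mg2+, K+ and DTT, 37°C for 30 min. Detection: Transcreener HTRF after 30 min at room temperature.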
* = called active by the depositor; i = inactive; ? = inconclusive; . = no result given; & = joins results of further samples; [ ] = remark or other dose. Unless noted, calls come from the whole dose curve; as a rule, active = well fitted curve in the direction sought with a large enough effect; inconclusive = small, poorly fitted or top-dose-only effect, or another doubt; inactive = no such curve, though single readings can be large; an effect the other way counts as inactive or inconclusive.

SMILES | Akt phos inh | CCT modulator | A549 tox | TGFb inhibitor | Abeta yeast res | HepG2 tox | Nrf2 activator | Nrf2 inh | Mm-Cpn inhibitor
CCc1nc2c(OCc3ccccc3)cccn2c1N(C)C(=O)Nc1ccccc1OC | i | 0.0 | . | -1% | -4% | -18% | -0.9% | . | .
COc1cc(/C=C/C(=O)OCC(=O)Nc2ccc([N+](=O)[O-])cc2)ccc1O | i | 1.6 | 5% | -9% | 5% | -4% | 7.7% | 2% | 4%
CCOC(=O)N1CCN(C(=O)c2ccc(CNS(=O)(=O)c3ccc(NC(C)=O)cc3)cc2)CC1 | i | 0.0 | 6% | -6% | 1% | -4% | -0.1% | 6% | 2%
COc1ccc(S(=O)(=O)N(C)C)cc1NC(=O)CSc1ncccn1 | i | -1.8 | 0% | 7% | -9% | -2% | -0.2% | -17% | 2%
O=C(Nc1ccc(N2CCN(c3ccc(O)cc3)CC2)cc1)Oc1ccccc1 | i | -3.2 | 2% | 0% | 16% | -15% | -0.8% | ? | 0%
CC(C)OC(=O)/C(=C/c1ccc(Br)cc1)NC(=O)c1ccco1 | i | -0.2 | 2% | -9% | 26% | -18% | 3.1% | ? | 1%
CCOc1ccc(CCNC(=O)COC(=O)c2ccc(C)s2)cc1OCC | i | -3.5 | 5% | -3% | 8% | -5% | 0.1% | 13% | -2%
CCCCn1nc2cc(C(=O)NCCc3cccs3)ccc2c1OCC | i | -0.5 | -3% | -12% | -16% | -2% | 4.2% | 0% | 0%
COc1ccc2oc(C(=O)OCC(=O)N3C(C)CCCC3C)c(C)c2c1 (centres undefined) | i | -2.9 | 0% | 7% | -4% | 5% | -0.2% | -1% | -1%
N#Cc1c(-c2ccccc2)nc(-c2ccccc2)nc1N1CCOCC1 | i | -0.7 | 5% | 9% | -3% | -4% | -0.2% | 7% | -1%
CN(CC1COc2ccccc2O1)C(=O)c1ccc(Cl)c(S(=O)(=O)N2CCCCCC2)c1 (centres undefined) | i | -0.5 | 0% | ? | 16% | -20% | 1.9% | ? | 1%
CC(=O)Nc1ccc(C(=O)N/N=C(\C)CC(=O)Nc2ccc(OCc3ccccc3)cc2)cc1 | i | 3.3 | -3% | 2% | 0% | -12% | 3.6% | 7% | 1%
Cc1nc(NC(=O)c2ccc(F)cc2)nc2cc3c(cc12)OCO3 | i | 2.1 | -16%[1.84 µM] | ? | 14% | -6% | ? | 29% | 0%
C[C@@H]1C(NC(=O)c2ccccc2)CC2CC1C2(C)C (some centres undefined) | i | 0.5 | -1% | 0% | -13% | -24% | -0.5% | 2% | 1%
COc1cc(NC(=S)NC2CC2)c(OC)cc1Cl | i | -1.9 | -2% | 17% | 13% | 10% | -0.8% | 2% | 3%
O=C(CCN1CCOCC1)NC1CCCN(Cc2ccccc2F)C1 (centres undefined) | i | 1.2 | -11% | -25% | -1% | -2% | -0.9% | 12% | -1%
Cc1noc(C)c1S(=O)(=O)N(CC(=O)NCc1ccc(Cl)cc1)c1ccc2c(c1)OCO2 | i | 0.6 | 1% | ? | -1% | -1% | -0.3% | 13% | 0%
COc1ccccc1C(=O)Nc1cc(-c2ccc(C)cc2)no1 | i | -0.5 | ? | 12%&20% | -12%&-26% | -30%&-28% | 10%&13% | ? | -3%
CCCn1c(NC(=O)c2ccc(C)cc2)nc2ccccc21 | i | 2.0 | -7% | 0% | 0% | -16% | 6.5% | ? | 0%
N=c1oc2ccc3ccccc3c2cc1-c1nnc2n1CCCCC2 | i | -6.0 | 7% | -2% | -6% | -1% | 0.3% | 13% | -10%
O=C(OCc1ccccc1)C1=[N+]([O-])OC(C(=O)OCc2ccccc2)C1c1c[nH]c2ccccc12 (centres undefined) | i | -2.1 | -18% | ? | 9% | -24% | 5.8% | -13% | 2%
COc1ccc(N2C3=C(CC4=C2CC(C)(C)CC4=O)C(=O)CC(C)(C)C3)cc1 | i | 1.7 | -26% | ? | -19% | 16µM* | -3.0% | ? | -1%
COc1ccc(C2/C=C\CN(C(=O)Nc3ccccc3-c3ccccc3)CC(=O)N2Cc2ccc(F)cc2)cc1 (centres undefined) | i | -1.7 | -15%&-29% | ? | 7% | -19%&-9% | -0.8% | ? | -2%
O=C(CNC(=O)C12CC3CC(CC(C3)C1)C2)N1CCN(S(=O)(=O)c2cccs2)CC1 | i | -4.5 | -1% | -17% | 16% | 7% | -0.1% | ? | -4%

Shown with values under each structure: 2 of the compounds above.
Fields: Akt phos inh, CCT modulator, A549 tox, TGFb inhibitor, Abeta yeast res, HepG2 tox, Nrf2 activator, Nrf2 inh, Mm-Cpn inhibitor
CCc1nc2c(OCc3ccccc3)cccn2c1N(C)C(=O)Nc1ccccc1OC
→ i, 0.0, ., -1%, -4%, -18%, -0.9%, ., .
COc1cc(/C=C/C(=O)OCC(=O)Nc2ccc([N+](=O)[O-])cc2)ccc1O
→ i, 1.6, 5%, -9%, 5%, -4%, 7.7%, 2%, 4%

Results in HepG2 tox and CCT modulator, for some of the entries so far:
SMILES | HepG2 tox | CCT modulator
CCCn1c(NC(=O)c2ccc(C)cc2)nc2ccccc21 | -16% | 2.0
N=c1oc2ccc3ccccc3c2cc1-c1nnc2n1CCCCC2 | -1% | -6.0
O=C(OCc1ccccc1)C1=[N+]([O-])OC(C(=O)OCc2ccccc2)C1c1c[nH]c2ccccc12 (centres undefined) | -24% | -2.1

Next part.
SMILES | Akt phos inh | CCT modulator | A549 tox | TGFb inhibitor | Abeta yeast res | HepG2 tox | Nrf2 activator | Nrf2 inh | Mm-Cpn inhibitor
O=C(Nc1ccc2c(c1)[nH]c(=O)c1ccccc12)C(F)(F)F | i | -3.0 | 0% | -18% | 6% | -34% | 24% | ? | .
O=C(C=Cc1ccc(Cl)s1)c1ccc(Cl)s1 | i | -2.0 | 14% | -1% | 7% | -3% | 14% | -7% | .
O=C(C(c1ccccc1)c1ccccc1)N(Cc1ccco1)C1CCS(=O)(=O)C1 (centres undefined) | i | -0.8 | -2% | -17% | -12% | 6% | 0.0% | 15% | -1%
COc1ccc(CNC(=O)C2(c3cccs3)CCOCC2)cc1 | . | . | -3% | -22% | -6% | -6% | -1.3% | . | .
CCC(C)n1nccc1NC(=O)C(C)Cl (centres undefined) | i | -0.8 | 1% | 3% | 1% | -3% | 0.5% | 19% | -1%
Cc1noc(C)c1C(=O)Nc1ccc(N(C)C)cc1 | i | -2.5 | 1% | 0% | 15% | 1% | 0.1% | 2% | -6%
CC1(C)CC(=O)C=C(c2cccc3c2oc2ccccc23)C1 | i | -0.1 | 12% | -23% | -19% | -16% | -1.3% | -14% | .
Cc1ccccc1OCC(=O)Nc1cc(Cl)ccc1Oc1ccccc1 | i | 0.8 | 1% | 1% | -11% | -13% | 0.2% | 1% | 1%
Cc1ccc(CC23CN4CCN(CC(C4)C2O)C3)c(C)c1 (centres undefined) | i | 0.0 | 16% | -10% | 7% | -21% | -0.1% | 16% | 0%
Cn1cccc1CC(=O)N/N=C/C=C/c1ccco1 | i | 0.3 | 5% | -21% | -5% | -27% | ? | 16% | -2%
COc1cc(/C=C2\C(=N)N3N=C(CC(=O)N4CCOCC4)SC3=NC2=O)cc(OC)c1OC | i | -3.2 | 4% | 0% | 3% | -8% | -1.5% | -4% | -1%
O=C(c1cc2ccccc2o1)N(Cc1nnc(-c2ccccc2Cl)o1)C1CC1 | i | 0.8 | -9% | 3% | -5% | 0% | 13% | 10% | 0%
CSc1nc2ccc(NC(=O)C3=NN(c4ccccc4)C(=O)CC3)cc2s1 | i | -2.6 | 7% | -5% | -1% | -12% | ? | -6% | -1%
CC(C)CC(N)c1csc(Nc2ccc(C(F)(F)F)cn2)n1 (centres undefined) | i | -2.5 | . | ? | -20% | 18µM* | -4.2% | . | .
Cc1ccc(CNC(=O)C2CCN(S(=O)(=O)N3CCC(C)CC3)CC2)cc1 | i | -0.9 | 12% | 0%&-1% | -18%&-10% | 3%&-39% | 0.6%&0.3% | . | .
O=C1CS/C(=N\N=C\c2ccccc2Cl)N1CC1CC1 | i | 0.1 | 10% | -15% | -7% | -13% | 10% | 15% | 0%
CC(=O)c1nn(-c2ccc(OC(F)(F)F)cc2)nc1Nc1ccc(Cl)cc1 | . | . | -1% | -21% | -24% | -24% | -0.8% | 4% | .
CC(=O)N1c2ccc(S(=O)(=O)NCC3CCC(C(=O)N4CCCCC4)CC3)cc2CC1C (centres undefined) | i | 0.4 | -2% | -5% | -1% | -3% | -0.2% | -19% | -6%
O=C(Cn1nc(-c2cccs2)ccc1=O)Nc1ccc(Br)cc1 | i | 0.3 | -14% | -3% | 8% | -10% | 13% | 1% | -1%
CCOC(=O)N1CCC(N(CCOC)C(=O)Nc2ccc(C)c(C)c2)CC1 | . | -0.9 | 1% | -23% | -16% | -1% | 0.2% | . | -6%
CCOC(=O)c1c(C)[nH]c(C)c1S(=O)(=O)N1CCC(C(=O)NCc2ccc(C)cc2)CC1 | . | . | 3% | -6% | 0% | 4% | 0.8% | ? | .
COc1ccc(S(=O)(=O)N(CC(=O)N2CCOCC2)c2cc(Cl)ccc2OC)cc1OC | i | -0.6 | 9%[1.84 µM] | 4% | 3% | -10% | -0.8% | 18% | 1%
COc1ccccc1N1CCN(C(=O)CCCn2c(=O)[nH]c3ccsc3c2=O)CC1 | i | -3.8 | 10% | 15% | -4% | -1% | -0.9% | 1% | 1%
Cc1c(S(=O)(=O)c2ccccn2)c(N)n(Cc2ccccc2)c1C | i | 0.2 | 5% | 3% | 2% | -39% | 0.6% | -5% | -3%

Compound activity from PubChem BioAssay.
